CHRM4 agonist: CHRM4 agonism in calcium assay | P08173 | CHO-K1 hM4/Gqi5, Fluo-8 calcium fluorescence; vehicle 0%, full acetylcholine response 100% | activation, % at 3 µM | hit rate 0.14% among 360,000 | AID 624127;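 active = activation above the run mean over all test wells plus 3 SD, cut at about 32% in these data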;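 also: peak over basal fluorescence ratio per well then scaled between controls; 0% = DMSO wells and 100% = acetylcholine at EC100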
Target sequence (P08173 whole entry, looked up): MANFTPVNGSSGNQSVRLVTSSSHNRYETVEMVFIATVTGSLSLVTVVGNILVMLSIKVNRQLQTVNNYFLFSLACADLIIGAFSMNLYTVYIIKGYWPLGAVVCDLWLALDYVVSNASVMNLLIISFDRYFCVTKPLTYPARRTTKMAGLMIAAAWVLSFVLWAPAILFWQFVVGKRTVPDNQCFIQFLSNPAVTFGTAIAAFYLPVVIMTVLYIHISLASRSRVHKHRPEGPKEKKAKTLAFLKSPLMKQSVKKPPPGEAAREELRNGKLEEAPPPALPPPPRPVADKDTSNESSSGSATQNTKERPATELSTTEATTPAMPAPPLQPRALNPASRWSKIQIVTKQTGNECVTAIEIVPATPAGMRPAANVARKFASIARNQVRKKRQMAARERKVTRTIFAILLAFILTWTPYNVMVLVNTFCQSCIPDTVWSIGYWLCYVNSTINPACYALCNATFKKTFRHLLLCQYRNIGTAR
CRFBP-R2 block: CRF-BP/CRF-R2 complex antagonism; hit rate 0.59% among 350,000; inhibition, % at 11.8 µM; HEK293 CRF-R2/CRF-BP, CRF-induced calcium fluorescence;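 active = inhibition of the ligand-induced calcium signal above about 50% at the single tested concentration, limit read from the data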
CHRM4 antagonist: CHRM4 antagonism in calcium assay; P08173; inhibition, % at 3 µM; hit rate 0.73% among 360,000; AID 624125; CHO-hM4 cells, ACh EC80, Fluo-8 calcium fluorescence;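 active = inhibition above its plate's cutoff, the mean inhibition of sample wells plus 3 SD, cut at about 27% in these data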;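 also: 0% = acetylcholine EC80 with DMSO and 100% = DMSO without agonist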
CHRM5 agonist: agonists of human muscarinic M5 receptor (CHRM5) | P08912 | CHO-K1 hM5 cells, Fluo-8 calcium fluorescence; 0% DMSO wells, 100% maximal acetylcholine response | activation, % at 3 µM | hit rate 0.19% among 360,000 | AID 624037;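 active = activation above the run's mean over test compounds plus 3 SD, cut at about 23% in these data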;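 also: signal is peak over basal fluorescence ratio across the kinetic read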
M5 PAM: potentiates acetylcholine response at human M5 receptor | P08912 | hit rate 0.3% among 360,000 | activation, % at 3 µM | CHO-K1 hM5, Fluo-8 calcium, ACh EC20 PAM; 0% = ACh EC20, 100% = ACh EC100;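 active = activation above the run cutoff, the mean activation of all test compounds plus 3 SD, cut at about 18% in these data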
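system = human M5 receptor in CHO-K1 cells | compound = one concentration, 3 µM final (nominal) | schedule = Post-acetylcholine fluorescence recording 140 s | signal = Fluo-8 calcium dye fluorescence, kinetic read | benchmarks = low control EC20 acetylcholine (0%), high control EC100 acetylcholine (100%) | repeats = singlicate, one well per test compound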
CRFBP-R2 agonist: CRF-BP/CRF-R2 complex agonism; HEK293 CRF-R2/CRF-BP, calcium dye fluorescence (FLIPR); percent of saturating CRF peptide response; activation, % at 13.2 µM; hit rate 0.46% among 350,000;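 active = activation of at least 50%, plus an integration ratio under a set limit after plate pattern correction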;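 also: plate controls were neutral control wells without compound for no effect and CRF at EC100 for full effect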
M4 PAM: CHRM4 positive allosteric modulation. P08173. CHO-K1 hM4/Gqi5, Fluo-8 calcium fluorescence, ACh EC20; 0% = ACh EC20, 100% = maximal ACh. activation, % at 3 µM. hit rate 0.4% among 360,000. AID 624126;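 active = activation above its plate's cutoff, the mean activation of sample wells plus 3 SD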; also: some results filed as inactive read as strong as hits
M1 PAM: positive allosteric modulators of human M1 muscarinic receptor; P11229; CHO-K1 hM1, Fluo-8 calcium fluorescence, ACh EC20; 0% = ACh EC20, 100% = maximal ACh; activation, % at 3 µM; hit rate 0.088% among 360,000; AID 588819; in the data active = activation above about 19%, passing the limit was not always enough
Target sequence (P11229 whole entry, looked up): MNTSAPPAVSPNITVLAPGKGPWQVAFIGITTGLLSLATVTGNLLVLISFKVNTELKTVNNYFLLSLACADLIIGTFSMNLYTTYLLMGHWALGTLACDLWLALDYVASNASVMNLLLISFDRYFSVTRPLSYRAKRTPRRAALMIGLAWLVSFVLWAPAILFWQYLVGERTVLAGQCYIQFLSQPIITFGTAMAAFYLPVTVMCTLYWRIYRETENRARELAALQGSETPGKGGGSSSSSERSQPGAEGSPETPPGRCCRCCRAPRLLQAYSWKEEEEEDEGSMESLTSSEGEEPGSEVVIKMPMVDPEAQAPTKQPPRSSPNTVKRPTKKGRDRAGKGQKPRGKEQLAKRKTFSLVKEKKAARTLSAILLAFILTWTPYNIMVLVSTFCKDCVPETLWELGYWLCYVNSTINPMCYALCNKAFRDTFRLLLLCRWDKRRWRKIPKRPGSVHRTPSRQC
CHRM5 antagonist: antagonists of human muscarinic M5 receptor (CHRM5); P08912; CHO-hM5 cells, Fluo-8 calcium fluorescence, ACh EC80; inhibition, % at 3 µM; hit rate 0.59% among 360,000; AID 624040;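 active = inhibition above a per-plate cutoff, the mean of that plate's test compounds plus 3 SD, cut at about 27% in these data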;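 also: 0% = acetylcholine EC80 with DMSO and 100% = DMSO without agonist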
Starred values were filed as active, the others as inactive; nt = not tested or not shown. Compounds as they come; 2.6% or so of the library scored in one or more.

item	CHRM5 agonist	CRFBP-R2 block	CHRM4 agonist	M5 PAM	CHRM5 antagonist	CHRM4 antagonist	CRFBP-R2 agonist	M1 PAM	M4 PAM	Structure
1	-2	0	1	8	2	-7	0.0	9	6	O=C(CN(Cc1ccco1)C(=O)CNS(=O)(=O)c1ccc(Cl)cc1)NCC1CCCO1 (configuration not stated)
2	1	17	2	-5	-5	4	0.0	-6	1	CCOC(=O)C1(CCc2ccccc2)CCN(C(=O)CCn2cncn2)CC1
3	0	-22	12	-19	9	-2	-1.4	-15	-6	O=C(NN1C(=O)NC2(CCCCC2)C1=O)c1ccc(-c2ccc(Cl)cc2)o1
4	2	-14	11	-11	11	1	-0.8	-3	-8	O=S(=O)(c1ccccc1C(F)(F)F)N1CCC(n2cnc3ccccc32)CC1
5	-8	-11	4	-10	8	-8	0.6	4	-1	CCCNC(=O)CSc1nc2ccc(OCC)cc2s1
6	-4	18	-2	5	-4	-2	-2.1	3	2	Nc1ccc2ccccc2c1N=Nc1ccccc1
7	0	-76	1	-1	-3	-8	-5.3	6	2	Cc1ccc(NC(=S)NNC(=S)NCc2ccccc2)cc1
8	-2	nt	3	2	-8	-5	nt	nt	3	O=C(NC1CCCC1)C1C(c2ccc(C(F)(F)F)cc2)=Nc2ccccc2N1C(=O)c1cccc2ccccc12 (configuration not stated)
9	-4	-4	1	3	5	-8	-0.7	17	11	Cn1ccc(C(=O)N/N=C/c2ccncc2)n1
10	1	3	1	-3	3	4	0.7	-1	4	CCCn1nc(Oc2nc(N(C)C)nc(N(C)C)n2)ccc1=O
11	-3	-31	7	-14	6	19	-1.7	0	0	CN(C)CCCOc1ccc(C(C)(C)c2ccccc2)cc1
12	-3	3	3	5	-12	-3	-0.1	3	-6	NC(=O)C1CCN(C(=O)COCc2cc(-c3ccc4c(c3)OCO4)on2)CC1
13	-2	0	0	15	-20	-4	-1.1	13	6	Cc1ccc(-c2nn(C)c(=O)c3ccccc23)cc1S(=O)(=O)NCCN(C)C
14	3	3	1	2	12	3	-4.1	11	6	Nc1ncc2c(n1)-c1cc(Cl)ccc1SC2
15	-7	-21	0	1	-4	-9	1.9	9	-1	CCOC(=O)c1c(C)[nH]c2cc(Br)c(OC)cc12
16	-3	-5	0	2	-10	-6	0.3	6	0	CC(C)c1ccc(CCNC(=O)CCNC(=O)c2ccc(Br)cc2)cc1
17	1	9	2	-9	4	-10	-1.0	0	-1	O=C(N/N=C/c1ccco1)c1cc(Br)ccc1OCc1ccccc1
18	5	-45	4	4	7	-3	-3.2	13	8	CC(C)CC(NC(=O)OCc1ccccc1)C(=O)NC(Cc1ccccc1)C(=O)CCl (configuration not stated)
19	-6	21	2	1	0	7	-4.3	-2	-1	Cc1cccc(NS(=O)(=O)c2c(C)noc2C)c1
20	0	4	0	-1	-1	1	1.4	0	-3	COc1ccc(Br)cc1/C=N/NC(=O)C(c1ccncc1)N1CCOCC1 (configuration not stated)
21	1	3	2	-1	-7	0	0.6	0	-2	COc1ccc(CNCCS(=O)(=O)NC2CCCCC2)cc1
22	0	3	0	-4	-6	-7	-0.2	-7	0	CCc1nnc(NS(=O)(=O)c2ccc(N)cc2)s1
23	1	12	13	-7	-6	-19	1.0	-11	-5	Cc1oc(-c2ccc(Cl)cc2)nc1CN1CCC(C(=O)N2CCN(Cc3ccccc3)CC2)CC1
24	-2	6	1	-1	-5	0	1.9	1	0	O=C(CSc1nc2ccc(S(=O)(=O)N3CCOCC3)cc2[nH]1)N1CCOCC1
25	3	-3	11	-16	-7	-28	-0.6	0	-3	COCC(C)n1c(C)cc(C(=O)COC(=O)c2nn(C)c(=O)c3ccccc23)c1C (configuration not stated)
26	0	21	0	-6	2	6	-0.1	-7	-6	O=C1OC2(CCCCC2)OC(=O)C1=CNc1nccs1
27	4	-8	7	-5	1	-17	-0.3	0	-3	CCOc1ccc2nc(NC(=O)CN3C(=O)C4CCCCC4C3=O)sc2c1 (configuration not stated)
28	6	10	0	1	8	-3	0.4	4	0	COC(=O)C1=CN(c2ccc(F)cc2)C=C(C(=O)OC)C1c1ccc(O)cc1
29	-2	-11	1	-12	22	11	9.8	-3	-7	CCS(=O)(=O)Nc1ccc(C2=NN(C(C)=O)C(c3cccs3)C2)cc1 (configuration not stated)
30	-4	-25	0	-5	2	-4	47	5	10	COc1ccccc1C1C=C(c2ccc(Cl)cc2)Nc2nc(N3C(=O)CCC3=O)nn21 (configuration not stated)
31	2	nt	1	3	-5	-2	nt	4	3	CC(C)(C)C(=O)N1CCN(c2ccc3c(c2)C2CC3CCN2C(=O)OCc2ccccc2)CC1 (configuration not stated)
32	-2	18	1	-6	-9	-16	0.8	9	4	CCN=C1SC(CC(N)=O)C(=O)N1CC (configuration not stated)
33	2	-11	12	-13	13	-7	0.5	-1	-7	COC(=O)c1ccccc1NC(=O)CCS(=O)(=O)c1cc2c(cc1C)NC(=O)CO2
34	6	4	-1	14	-3	-4	-1.9	6	5	COc1ccc2c(c1)CC1c3c(cc4c(c3-2)OCO4)CC[N+]1(C)[O-] (configuration not stated)
35	1	11	0	-1	0	-3	0.9	-3	3	COc1ccc(N2C(=O)C3CCCN3C2c2ccc(Cl)cc2)cc1 (configuration not stated)
36	3	14	1	3	1	12	0.5	8	-4	CCCCCCc1ccc(OCC(=O)O)cc1OCC(=O)O
37	-3	-20	1	4	-6	0	-2.5	9	0	CSc1ccccc1C(=O)Nc1ncc(C)s1
38	0	-11	1	0	2	3	3.5	13	3	O=c1[nH]c(CSc2nnnn2-c2ccc(Cl)cc2)nc2ccccc12
39	0	8	1	-3	-2	2	0.6	5	6	CCn1c(=O)cc(OCC(=O)Nc2cc(C)ccn2)c2ccccc21
40	-3	-14	-1	-2	5	-9	1.4	12	5	Cc1cc(C)cc(N=C2NC(=O)/C(=C/c3cccs3)S2)c1
41	-2	4	0	-1	4	2	0.2	15	-3	CCCCCOC(=O)C1=C(C)NC(=O)NC1c1ccc2c(c1)OCO2 (configuration not stated)
42	5	-4	2	8	7	1	-0.1	8	-1	COc1ccc(CN=C(Nc2ccccc2)SC2CC(=O)NC2=O)cc1 (configuration not stated)
43	1	7	0	1	3	6	3.1	5	0	Cc1ccc(C)c(NC(=O)CSc2nc(N)c(NC(=O)c3cccs3)c(=O)[nH]2)c1
44	-1	nt	0	-5	15	-6	nt	7	1	CC1(C(=O)NS(=O)(=O)c2ccccc2)CCN1C(=O)Cc1ccc(-c2ccccc2)cc1 (configuration not stated)
45	0	-2	3	8	-4	5	1.9	14	8	COc1ccc(CCN(C)Cc2ccc(C(=O)Nc3ccccc3)cc2)cc1OC

From entry 34 up to 45, as listed above:
item	CHRM5 agonist	CRFBP-R2 block	CHRM4 agonist	M5 PAM	CHRM5 antagonist	CHRM4 antagonist	CRFBP-R2 agonist	M1 PAM	M4 PAM	Structure
34	6	4	-1	14	-3	-4	-1.9	6	5	COc1ccc2c(c1)CC1c3c(cc4c(c3-2)OCO4)CC[N+]1(C)[O-] (configuration not stated)
35	1	11	0	-1	0	-3	0.9	-3	3	COc1ccc(N2C(=O)C3CCCN3C2c2ccc(Cl)cc2)cc1 (configuration not stated)
36	3	14	1	3	1	12	0.5	8	-4	CCCCCCc1ccc(OCC(=O)O)cc1OCC(=O)O
37	-3	-20	1	4	-6	0	-2.5	9	0	CSc1ccccc1C(=O)Nc1ncc(C)s1
38	0	-11	1	0	2	3	3.5	13	3	O=c1[nH]c(CSc2nnnn2-c2ccc(Cl)cc2)nc2ccccc12
39	0	8	1	-3	-2	2	0.6	5	6	CCn1c(=O)cc(OCC(=O)Nc2cc(C)ccn2)c2ccccc21
40	-3	-14	-1	-2	5	-9	1.4	12	5	Cc1cc(C)cc(N=C2NC(=O)/C(=C/c3cccs3)S2)c1
41	-2	4	0	-1	4	2	0.2	15	-3	CCCCCOC(=O)C1=C(C)NC(=O)NC1c1ccc2c(c1)OCO2 (configuration not stated)
42	5	-4	2	8	7	1	-0.1	8	-1	COc1ccc(CN=C(Nc2ccccc2)SC2CC(=O)NC2=O)cc1 (configuration not stated)
43	1	7	0	1	3	6	3.1	5	0	Cc1ccc(C)c(NC(=O)CSc2nc(N)c(NC(=O)c3cccs3)c(=O)[nH]2)c1
44	-1	nt	0	-5	15	-6	nt	7	1	CC1(C(=O)NS(=O)(=O)c2ccccc2)CCN1C(=O)Cc1ccc(-c2ccccc2)cc1 (configuration not stated)
45	0	-2	3	8	-4	5	1.9	14	8	COc1ccc(CCN(C)Cc2ccc(C(=O)Nc3ccccc3)cc2)cc1OC

Results in sequence from above:
CHRM5 antagonist, nos. 36–41, in order: 1, -6, 2, -2, 5, 4
M1 PAM, nos. 36–41, in order: 8, 9, 13, 5, 12, 15

Further compounds:
item	CHRM5 agonist	CRFBP-R2 block	CHRM4 agonist	M5 PAM	CHRM5 antagonist	CHRM4 antagonist	CRFBP-R2 agonist	M1 PAM	M4 PAM	Structure
46	-2	31	1	-1	-3	3	0.1	5	1	COC(=O)c1cc(Cl)c(NC(=O)/C=C/c2ccc(OC)cc2)cc1OC
47	1	-4	6	-8	-1	1	0.8	-6	6	CCCc1nc2ccccc2c(C(=O)OCC(=O)NC2CC2)c1CC
48	-3	0	0	-7	10	-4	-0.4	4	2	CC1=CC(C)(C)n2c(O)c(N=NC(N)=S)c3cc(C)cc1c32
49	-5	-23	1	2	5	5	0.2	-1	0	CC1CCN(c2nc(-c3ccc(F)cc3)cc(C(F)(F)F)n2)CC1
50	4	26	6	-15	6	-15	0.0	-2	6	Cc1cc(C(=O)CSc2nnc(-c3ccccc3F)o2)c(C)n1Cc1cccs1
51	-3	23	5	-10	15	9	0.8	-3	-9	S=C1SCN(Cc2ccccc2)CN1Cc1ccccc1
52	-3	10	1	-1	4	-4	4.9	-3	-1	Cc1occc1C(=O)Nc1cc(=O)n(C)c(=O)n1C
53	-2	-7	2	8	3	7	0.4	1	-2	COCCn1c(=NC(=O)CSCC(=O)N2CCOCC2)sc2ccccc21
54	2	-5	1	5	-8	-9	0.7	3	-2	CSC1=NCCN1S(=O)(=O)c1ccc(NC(C)=O)cc1
55	-5	-7	1	-8	16	5	-3.5	6	-2	Cc1cc(C)nc(NS(=O)(=O)c2ccc(NC(=S)NC(=O)c3cccnc3)cc2)n1
56	-3	-42	0	-2	-1	-2	3.1	1	-2	Cc1ccc(S(=O)(=O)NNC(=O)CCC(=O)Nc2ccc(C)c(C)c2)cc1
57	2	1	1	1	0	-5	-1.0	13	6	CC(=O)C1=C(C)NC(=O)NC1c1cc(Br)ccc1OCC#N (configuration not stated)
58	-7	-11	0	3	1	-22	0.2	11	0	CCN(CC(=O)NCc1ccncc1)S(=O)(=O)c1cc(Cl)ccc1Cl
59	-8	32	-2	-2	4	7	-0.3	8	0	CCOC(=O)C1=C(C)N=C2SC(CC)C(=O)N2C1c1cccc(F)c1 (configuration not stated)
60	-2	-21	2	-5	0	-8	1.0	10	0	CCOC(=O)c1cnc(SC2CCc3ccccc3C2=O)nc1N (configuration not stated)
61	0	-3	4	0	0	4	-0.4	7	-4	N/C(=N\OC(=O)CCC1CCCCC1)c1cccc([N+](=O)[O-])c1

Screens deposited in PubChem BioAssay by several laboratories.
